Source: PubChem BioAssay (several laboratories)
SARS 3CLpro inh = SARS-CoV 3CLpro protease inhibition; recombinant SARS-CoV 3CLpro, quenched FRET peptide cleavage; AID 1706; actives 0.14% (n = 290,000); inhibition, % at 6 µM; P0C6X7; in the data active = inhibition above about 12%
VHR inh abs = blocks human VHR1 dual specificity phosphatase. P51452. recombinant VHR phosphatase, pNPP absorbance. inhibition, % at 13.3 µM. actives 0.52% (n = 290,000); in the data active = inhibition above about 50%; also: some compounds called inactive have numbers as strong as hits
Target sequence (P51452 whole entry, looked up): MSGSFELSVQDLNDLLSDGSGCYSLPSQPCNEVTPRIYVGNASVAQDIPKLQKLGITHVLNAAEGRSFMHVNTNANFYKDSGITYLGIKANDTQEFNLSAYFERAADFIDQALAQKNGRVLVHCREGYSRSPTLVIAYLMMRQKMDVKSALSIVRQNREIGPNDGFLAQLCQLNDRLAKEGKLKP
MazEF act = increases E. coli MazEF RNase cleavage of RNA | FAM/BHQ RNA-DNA oligo cleavage fluorescence, 5 h | activation, % at 20 µM | actives 0.32% (n = 350,000); in the data active = activation above about 50%
Target sequence (P0AE70 whole entry, looked up): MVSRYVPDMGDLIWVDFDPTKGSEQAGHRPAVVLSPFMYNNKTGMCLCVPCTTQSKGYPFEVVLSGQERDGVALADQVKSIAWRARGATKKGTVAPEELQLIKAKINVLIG
BoNT A protease = blocks Botulinum neurotoxin A light chain protease. multiplex microsphere protease substrate cleavage, flow cytometry. inhibition, % at 10 µM. actives 0.17% (n = 360,000); also: plate controls were buffer without enzyme for full effect and enzyme alone for no effect
SSB-PriA inh = blocks PriA binding to SSB C-terminal tail; AlphaScreen SSBct-PriA binding, biotinylated peptide; inhibition, % at 33 µM; actives 0.6% (n = 430,000); in the data active = inhibition mostly above about 37%, no sharp cut-off; inactive = mostly below about 20%;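 also: plate controls were negative control peptide for no effect and reference peptide for full effect; strong numbers were not always called active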
Anthrax LF prot = inhibitors of Bacillus anthracis lethal factor protease; P15917; multiplex microsphere protease cleavage assay, LF; inhibition, % at 10 µM; actives 0.12% (n = 360,000); AID 588501; also: plate controls were buffer without enzyme for full effect and enzyme alone for no effect
PrPC surface inh = inhibitors of human cell surface prion protein PrPC; P04156; TR-FRET read-out; inhibition, % at 13.8 µM; actives 0.43% (n = 370,000); AID 720596; in the data active = inhibition above about 24%; also: 0% = median of the test wells and 100% = reference compound wells
Rv3671c inh = inhibitors of M. tuberculosis serine protease Rv3671c; P9WHR9; inhibition, % at 5.96 µM; actives 0.048% (n = 320,000); in the data active = inhibition above about 38%;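 also: extracellular domain of Rv3671c used as enzyme; 0% = enzyme with DMSO and 100% = no enzyme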
Target sequence (P9WHR9 whole entry, looked up, the tested form may be a part): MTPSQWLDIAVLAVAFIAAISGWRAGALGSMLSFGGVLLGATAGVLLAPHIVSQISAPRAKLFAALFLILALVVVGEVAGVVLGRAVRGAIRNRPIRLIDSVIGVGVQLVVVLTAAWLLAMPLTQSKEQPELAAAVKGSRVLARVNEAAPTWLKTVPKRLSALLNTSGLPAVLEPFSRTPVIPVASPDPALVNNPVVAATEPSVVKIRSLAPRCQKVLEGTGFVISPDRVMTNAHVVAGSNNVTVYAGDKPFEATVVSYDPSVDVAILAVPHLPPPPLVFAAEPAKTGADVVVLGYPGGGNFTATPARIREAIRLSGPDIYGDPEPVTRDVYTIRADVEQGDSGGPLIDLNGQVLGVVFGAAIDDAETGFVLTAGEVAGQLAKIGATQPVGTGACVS
CCHF vOTU inh = blocks the CCHF virus ovarian tumor domain protease; CCHFV vOTU protease, Pep-AMC fluorescence; inhibition, % at 11.5 µM; actives 0.55% (n = 370,000); AID 651958; in the data active = inhibition above about 30%; also: 0% = vehicle wells with enzyme and 100% = no enzyme wells
BoNT F protease = blocks Botulinum neurotoxin F light chain protease; Multiplex microsphere protease cleavage assay, flow cytometry; inhibition, % at 10 µM; actives 0.22% (n = 360,000); in the data active = inhibition above about 35%, passing the limit was not always enough; inconclusive = no clear call, values can overlap the other calls; also: plate controls were buffer without enzyme for full effect and enzyme alone for no effect
An asterisk follows results filed as active; ? = inconclusive; . = no result given; & = joins results of further samples. Rule as the data show it, unless noted: active = inhibition above about 30%; inconclusive = no clear call, values can overlap the other calls; inactive = below that. Only part of the results is shown (hit frequency here may not be typical).

Structure	SARS 3CLpro inh	Anthrax LF prot	VHR inh abs	PrPC surface inh	MazEF act	Rv3671c inh	CCHF vOTU inh	SSB-PriA inh	BoNT A protease	BoNT F protease
COc1ccccc1NC(=O)c1ccc(-c2nn(C)c(=O)c3ccccc23)cc1	6	-3	25	-2	-4	-1	11	-5	-0.4	-2
COC(=O)c1ccc(C(C(=O)NCc2ccccc2)N(Cc2cccs2)C(=O)c2cnccn2)cc1 (centres undefined)	0	-1	-2	1	-5	6	-8	-11	0.3	2
Cc1cccc(NC(=O)C2CCCN(S(=O)(=O)c3cccc4nonc34)C2)c1 (centres undefined)	3	8	8	3	19	6	-11	-2	0.5	2
CCCCNC(=O)C(=O)N/N=C/c1ccc(OCc2ccccc2)cc1	-2	0	8	5	-8	0	0	.	-0.8	-4
COc1ccc(C(=O)NCCCNC(=O)c2cccnc2)cc1OC	0	0	17	-10	6	-1	4	-11	2.3	-6
O=C1c2ccccc2-c2nccnc21	1	-10	18	-7	-8	-4	8	-2	0.0	-4
CC(C)c1ccc(NC(=O)c2ccc(NS(C)(=O)=O)cc2)cc1	-3	-8	15	2	7	0	3	4	0.7	2
N#CC(C#N)=C(N)CSc1cccc[n+]1[O-]	-8	4	13	1	3	3	9	3	2.6	12
COC(=O)c1ccccc1NC(=S)NC(=O)COc1ccc(C(C)C)cc1	4	2	-2	-3	-1	-9	-1	-2	0.0	1
CC1=C(C(=O)OCC2CCCO2)C(c2ccc(C)cc2)C2=C(CCCC2=O)N1 (centres undefined)	2	-7	9	6	0	0	-17	-10	-1.3	4
COc1cccc(-c2nc3nc(C)cc(C)n3c2Nc2ccc3c(c2)OCCO3)c1	.	-2	.	2	.	.	3	.	-0.4	4
O=S(=O)(NCc1cccs1)c1ccc(Br)cc1	-2	-1	-2	1	0	6	-10	-15	0.7	2
O=C(NCCSc1ccccc1)c1ccccc1F	-7	26	.	-4	-2	-6	2	-16	-2.3	?
COc1ccc(CCNC(=S)Nc2ccc(OC)cc2)cc1	5	-1	-2	4	0	1	-7	0	-0.7	-3
C[C@]12CCC3C(CC[C@H]4C[C@@H](O)CC[C@]34C)[C@H]1CC[C@H]2O (some centres undefined)	.	-3	.	-3	8	-5	-6	-1	0.2	-5

3 structures already listed, sorted by molar mass, descending.
Structure	SARS 3CLpro inh	Anthrax LF prot	VHR inh abs	PrPC surface inh	MazEF act	Rv3671c inh	CCHF vOTU inh	SSB-PriA inh	BoNT A protease	BoNT F protease
COc1ccccc1NC(=O)c1ccc(-c2nn(C)c(=O)c3ccccc23)cc1	6	-3	25	-2	-4	-1	11	-5	-0.4	-2
O=S(=O)(NCc1cccs1)c1ccc(Br)cc1	-2	-1	-2	1	0	6	-10	-15	0.7	2
O=C(NCCSc1ccccc1)c1ccccc1F	-7	26	.	-4	-2	-6	2	-16	-2.3	?

Additional compounds follow:
Structure	SARS 3CLpro inh	Anthrax LF prot	VHR inh abs	PrPC surface inh	MazEF act	Rv3671c inh	CCHF vOTU inh	SSB-PriA inh	BoNT A protease	BoNT F protease
COc1cccc(CN(C)C(=O)CC[C@H]2O[C@@H](n3cnc4c(NC(=O)c5ccccc5)ncnc43)[C@H](O)[C@@H]2O)c1	.	0	.	-2	.	.	-8	.	-0.2	0
CC1COC(C)(CC(=O)NN2C(=O)c3ccccc3C2=O)O1 (centres undefined)	1	-5	8	4	7	5	16	-21	-0.9	-2
Cc1cc(C(=O)N/N=C/c2cccc([N+](=O)[O-])c2)c(C)o1	0	3	6	-8	6	-3	2	.	-0.4	-11
COc1ccc(NC(=O)CN(C)C(=O)c2c(-c3c(F)cccc3Cl)noc2C)cc1	.	.	.	2	-3	-2	-4	-3	.	.
Cc1ccc(NC(=O)Cc2ccc3c(c2)CCCC3)cc1C	0	-2	-14	10	-3	-5	-3	-8	0.4	-4
O=C(Nn1cnc2ccccc2c1=O)c1ccc([N+](=O)[O-])cc1	5	0	16	-2	0	4	-6	-11	-0.2	1
Cc1cc(C)n2cc(CSc3nc4ccccc4s3)nc2n1	2	1	22	-2	-4	-3	0	2	-0.2	-8
C/C(=N\NC(=O)c1nnn(-c2nonc2N)c1-c1ccccc1)c1ccco1	-2	2	-9	-4	-8	.	14	.	-1.5	7
CCc1ccccc1N(CC(=O)NC(C)(C)CC)C(=O)CCC(=O)Nc1nccs1	3	0	-8	9	5	4	2	1	1.8	?
Cc1cc(C)n2nc(C(=O)Nc3ccc4c(c3)OCCO4)nc2n1	.	-8	.	-5	4	-7	-1	1	-0.6	-7
C=CCNC(=S)NNC(=O)c1ccncc1	1	1	7	3	4	3	3	7&-5	0.5	0
Cc1c(C(=O)N2CCC(C(N)=O)CC2)oc2ccc(Br)cc12	.	-1	.	2	0	2	6	-4	0.2	6
OCC(O)C(O)CC1SCCS1 (centres undefined)	.	2	.	-5	8	.	-8	-5	-0.4	-6
COc1ccc(-c2[nH]c(-c3ccccc3)nc2SCC(=O)NC2CCCC2)cc1	2	6	-7	10	-19	-2	-1	22	-0.8	1
COc1ccccc1CN1C(=O)CN(C2CCCCCC2)C(=O)C1c1ccc(F)cc1 (centres undefined)	2	-1	4	2	3	1	-1	-11	0.7	5
Cc1cccc(C)c1NC(=O)CN(C)C(=O)c1ccc(-c2cccc(C(F)(F)F)c2)o1	.	-4	.	2	-11	-10	22	2	3.3	-6
CC1CCCCN1C(=O)c1ccccc1OC1CCN(S(C)(=O)=O)CC1 (centres undefined)	0	4	-14	-1	4	-3	-4	-5	0.3	-2
CCC(C)Sc1nc2ccccc2c(=O)[nH]1 (centres undefined)	0	2	22	6	1	-8	9	-20	0.1	-7
O=C(c1cc(F)ccc1F)C1CCCN(C(=O)CCc2cnccn2)C1 (centres undefined)	1	0	21	-1	8	-3	-15	-11	-0.2	-9
Cc1csc(NC(=O)Nc2cccc(Cl)c2)n1	-4	-5	20	4	-1	-8	-7	-2	-1.4	-4
CCC1CCCCN1C(=O)Nc1cccc(NC(=O)N2CCCCC2CC)c1 (centres undefined)	4	3	-6	3	1	5	3	-15	0.1	12
COc1cccc(NC(=O)CN(C)C(=O)CNC(=O)c2ccc3ccccc3c2)c1	.	0	.	9	-1	10	-3	2	-5.8	-12
O=S(=O)(NCC1CCCO1)c1ccc(Br)cc1 (centres undefined)	0	9	13	0	2	-4	9	-3	-0.4	6
COC(=O)c1ccc(/C=C/C(=O)OCC(=O)Nc2sccc2C(N)=O)cc1	.	11	.	.	-4	-47	.	-2	0.4	-3
COc1cccc(S(=O)(=O)NCc2ccc(C(=O)N3CCN(c4ccccc4)CC3)cc2)c1	-4	-2	15	-2	1	-7	18	10&-10	-1.2	-1
COc1ccc(OC)c(-c2nc(CN3CCN(C(=O)c4ccco4)CC3)c(C)o2)c1	2	-1	-13	2	8	4	6	8	-0.5	1
COc1ccc(-c2cn3cccc(C)c3n2)cc1Br	3	-1	4	8	1	-3	4	-16	-0.1	5
C[C@]12CC[C@H](O)CC1=C[C@H](O)C1C2CC[C@@]2(C)C1CC[C@@]2(O)C#Cc1ccc(CN)cc1 (some centres undefined)	.	-1	.	7	-12	.	14	2	-0.4	-9
O=C(Cn1c(=O)sc2ccccc21)OC(CCl)CCl	1	0	13	2	-3	-2	10	-17	-0.1	0
O=C(N/N=C/c1c(O)n(-c2ccccc2)c(=S)[nH]c1=O)c1ccccc1	1	.	-8	-1	1	-15	7	.	.	.
COc1ccc(NC(=O)C(=O)NCCN2CCN(C(=O)c3ccc(C(C)(C)C)cc3)CC2)cc1	1	3	21	-8	6	-1	-1	-3	0.1	2
COc1c(Cl)cc(Cl)cc1CNCCNCC(C)O (centres undefined)	5	-5	10	5	9	4	-15	-6	-0.9	-4
CCN(CC)c1ccc(C2C(C(=O)OCCOC)=C(C)NC3=C2C(=O)CCC3)cc1 (centres undefined)	1	-6	9	0	4	-5	-24	0	1.9	-6
Cc1cc(NC(=O)/C=C/c2cccc(Cl)c2)n(-c2nc3ccccc3[nH]2)n1	1	1	-5	9	-18	-15	-6	15	0.2	3
CCOCCCn1c(SCC(=O)Nc2ccc(C(N)=O)cc2)nc2ccccc2c1=O	-1	5	6	-4	5	1	-21	-7	1.0	-34
O=C(NCCN1CCCCC1)c1c(O)c2ccccc2[nH]c1=O	3	-5	8	-1	10	-3	-4	-10	-2.3	-21
CCCOc1ccc(C(=O)N(CC(C)C)c2c(N)n(Cc3ccccc3)c(=O)[nH]c2=O)cc1	.	0	.	1	-2	-1	3	-6	-1.2	2
COc1ccc(CNS(=O)(=O)NCc2ccccc2)cc1	-3	0	9	8	-3	-2	-3	-11	-0.6	1
Cc1ccc(-n2nnnc2SCc2ccccn2)cc1C	-4	5	-23	5	-2	-4	1	0	0.4	?
COc1ccc(S(=O)(=O)N2CCC(C(N)=O)CC2)c2ccccc12	-4	-2	16	-5	8	1	9	-6	-1.2	-23
CC1COc2ccccc2N1C(=O)c1ccc(Cl)cc1 (centres undefined)	0	-12	32	4	-1	-10	7	-1	-0.3	-5

Among those listed so far, seven have an aryl thioether with sulfur outside any ring.
Structure	SARS 3CLpro inh	Anthrax LF prot	VHR inh abs	PrPC surface inh	MazEF act	Rv3671c inh	CCHF vOTU inh	SSB-PriA inh	BoNT A protease	BoNT F protease
N#CC(C#N)=C(N)CSc1cccc[n+]1[O-]	-8	4	13	1	3	3	9	3	2.6	12
O=C(NCCSc1ccccc1)c1ccccc1F	-7	26	.	-4	-2	-6	2	-16	-2.3	?
Cc1cc(C)n2cc(CSc3nc4ccccc4s3)nc2n1	2	1	22	-2	-4	-3	0	2	-0.2	-8
COc1ccc(-c2[nH]c(-c3ccccc3)nc2SCC(=O)NC2CCCC2)cc1	2	6	-7	10	-19	-2	-1	22	-0.8	1
CCC(C)Sc1nc2ccccc2c(=O)[nH]1 (centres undefined)	0	2	22	6	1	-8	9	-20	0.1	-7
CCOCCCn1c(SCC(=O)Nc2ccc(C(N)=O)cc2)nc2ccccc2c1=O	-1	5	6	-4	5	1	-21	-7	1.0	-34
Cc1ccc(-n2nnnc2SCc2ccccn2)cc1C	-4	5	-23	5	-2	-4	1	0	0.4	?
